# Rac1 GTP hydrolysis = MgcRacGAP GTPase-activating activity inhibitors, confirmation, biochemical, ADP Hunter fluorescence | actives 0.6% (n = 340,000) | AID 624330 | MgcRacGAP-stimulated Rac1 GTP hydrolysis, ADP Hunter fluorescence; higher % means a stronger effect; GST-tagged Rac1 F28L mutant substrate | one-dose inhibition, % at 30 µM; IC50 in µM for titrated hits;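 active = first-screen hits whose inhibition reached a set limit at any dose in the follow-up dose series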;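 also: fluorescence reports GDP produced by GAP-driven GTP hydrolysis; strong numbers were not always called active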
# SV40 large T antigen = TAg ATPase/helicase activity blockers – biochemical (AID 1903); actives 0.39% (n = 310,000); SV40 large T antigen ATPase/helicase inhibition assay; higher % means a stronger effect; inhibition, % at 20 µM, or IC50 in µM where a hit was titrated; in the data active = a potency from the dose series; also: strong numbers were not always called active
# * hit, by the source's call. Only part of the results is shown; count on the stated rates, not on these rows.
Rac1 GTP hydrolysis,SV40 large T antigen,molecule
4%,15%,CCO[C@H]1OC(C(=O)O)=C[C@@H](C(C)(C)C)[C@@H]1CCCO
7%,20%,C/C=C1\COC(C(=O)NCc2ccccc2)(C(F)(F)F)C=C1C=C1CCCCC1 (centres undefined)
4%,7%,CCN1C(=O)[C@H]2[C@@H](c3ccc(-c4ccccc4)cc3)N[C@@](C)(C(=O)OC)[C@H]2C1=O
3%,0%,O=C1CC2(CCN(C(=O)c3c(F)cccc3F)CC2)Oc2ccccc21
8%,12%,O=C(c1ccc([N+](=O)[O-])o1)N1CCN(c2nc3ccc(F)cc3s2)CC1
12%,30%,CC(=O)N1CCc2c(sc(NC(=O)C3CCCN3S(=O)(=O)c3cccs3)c2C(N)=O)C1 (centres undefined)
4%,11%,Brc1cccc(CNn2cnnc2)c1
1%,18%,CCCCn1c(SCC(=O)NC2CCCC2)nc2ccccc2c1=O
3%,5%,O=C(O)C[C@H]1c2cc(C(F)(F)F)ccc2S(=O)(=O)N1C1CCCC1
-1%,2%,CC[C@H]1c2[nH]c3ccccc3c2C[C@@H]2C(=O)N(c3ccc(F)cc3)C(=O)N21
7%,9%,Cc1ccc(C(=O)C(C)OC(=O)CN2C(=O)NC3(CCCC3)C2=O)cc1C (centres undefined)
3%,19%,OC(CN1CCN(c2cccc(Cl)c2)CC1)C(c1ccccc1)c1ccccc1 (centres undefined)
3%,8%,C=C1CCN([C@@H](Cc2ccccc2)C(=O)NCc2ccc(Cl)c(Cl)c2)S(=O)(=O)c2ccccc21
1%,9%,c1ccc(NC2=NCCN2CC2CCCCC2)cc1
2%,8%,COc1cccc(C(=O)NCCS(=O)(=O)NCCc2ccc(OC)c(OC)c2)c1
6%,15%,CC(=O)Nc1ccc(NC(=O)C(C)Sc2n[nH]c(-c3ccc(C)cc3)n2)cc1 (centres undefined)
6%,3%,Cc1cccc(NS(=O)(=O)c2ccc(C(=O)N3CCCCCC3)cc2)c1C
6%,7%,CN(CC(=O)Nc1ccc(Cl)c(C(F)(F)F)c1)C(=O)CCN1C(=O)C2CC=CCC2C1=O (centres undefined)
4%,-1%,COc1cccc(NC(=O)C(=O)NCC2CCCN2S(=O)(=O)c2ccccc2)c1 (centres undefined)
6%,9%,C/C(=N\NC(=O)c1cccc(S(=O)(=O)N2CCOCC2)c1)c1ccc(OC(F)F)cc1
4%,6%,CC1CCN(c2ccc(-c3ccc(NC(=O)c4ccco4)cc3)nn2)CC1
5%,16%,CC(OC(=O)c1cc(=O)[nH]c2ccccc12)C(=O)Nc1ccccc1F (centres undefined)
4%,12%,CC1C(=O)N2CCCc3cc(NC(=O)C(=O)NCCc4ccccc4)cc1c32 (centres undefined)
0%,9%,CCN(CC(=O)Nc1c(F)cccc1F)C(=O)/C=C/c1ccc(S(=O)(=O)N2CCCCCC2)cc1
4%,9%,O=C(CSC(=S)N1CCCC1)N1CCN(S(=O)(=O)c2cccc(F)c2)CC1
7%,10%,COc1ccc(NC(=O)CN(C)C(=O)CNC(=O)c2ccc(C)s2)cc1
5%,2%,COc1cccc(CN(C)C(=O)c2ccc(OCC(=O)Nc3cccc(C(F)(F)F)c3)c(OC)c2)c1
5%,14%,O=C(c1ccc(S(=O)(=O)N2CCCCCC2)cc1)N1CCCC(C(F)(F)F)C1 (centres undefined)
6%,4%,CCN(CC(=O)NC1CCS(=O)(=O)C1)S(=O)(=O)c1ccc(Cl)cc1C(F)(F)F (centres undefined)
1%,7%,Cc1ccc(C2(C)NC(=O)N(CC(=O)N(C)CC(=O)Nc3cccc4ccccc34)C2=O)cc1 (centres undefined)
-4%,1%,COc1ccc(N(C(=O)c2ccco2)C(C(=O)NC2CCCCC2)c2ccccc2)cc1 (centres undefined)
3%,11%,Cc1ccnc(NC(=O)c2ccc(NS(=O)(=O)/C=C/c3ccccc3)cc2)c1
1%,-1%,NC(=O)CC(NC(=O)c1ccccc1)C(=O)O (centres undefined)
-7%,13%,CC(C)N=C(N)N=C(N)Nc1ccc(Cl)cc1
-1%,17%,Cc1ccc(S(=O)(=O)N2CCN(C(=O)CN3C(=O)NC4(CCCC4)C3=O)CC2)c(C)c1
8%,8%,O=C(NCC(c1cccs1)N1CCOCC1)c1cn(-c2ccccc2)nc1-c1ccc(F)cc1 (centres undefined)

# Three entries already listed, ordered by the number in SV40 large T antigen, falling.
smiles | Rac1 GTP hydrolysis | SV40 large T antigen
O=C(c1ccc([N+](=O)[O-])o1)N1CCN(c2nc3ccc(F)cc3s2)CC1 | 8% | 12%
Brc1cccc(CNn2cnnc2)c1 | 4% | 11%
O=C(CSC(=S)N1CCCC1)N1CCN(S(=O)(=O)c2cccc(F)c2)CC1 | 4% | 9%

# Structures shown so far that contain an NH in an aromatic ring, in the order listed:
Rac1 GTP hydrolysis,SV40 large T antigen,molecule
-1%,2%,CC[C@H]1c2[nH]c3ccccc3c2C[C@@H]2C(=O)N(c3ccc(F)cc3)C(=O)N21
6%,15%,CC(=O)Nc1ccc(NC(=O)C(C)Sc2n[nH]c(-c3ccc(C)cc3)n2)cc1 (centres undefined)
5%,16%,CC(OC(=O)c1cc(=O)[nH]c2ccccc12)C(=O)Nc1ccccc1F (centres undefined)

# The list goes on:
Rac1 GTP hydrolysis,SV40 large T antigen,molecule
8%,17%,COc1cccc(-c2ccc3nnc(SCC(=O)Nc4ccc(NC(C)=O)cc4)n3n2)c1
12%,7%,CC1(C)S[C@@H]2[C@H](NC(=O)COc3ccccc3)C(=O)N2C1C(=O)OCC1CCCCC1 (some centres undefined)
7%,23%,O=C(NCc1ccccc1)C1=C[C@@H](c2ccccc2)C[C@@H](OCCCCO)O1
4%,4%,CSCCC(NC(=O)c1ccccc1Cl)C(=O)OCC(=O)N1CCCC1=O (centres undefined)
-1%,9%,COCCCN(C(=O)Cc1coc2cc(C)c(C)cc12)c1c(N)n(Cc2ccccc2)c(=O)[nH]c1=O
5%,10%,O=C(COC(=O)CCNS(=O)(=O)c1ccccc1F)Nc1nnc(-c2ccccc2)o1
13%,1%,C=CCOc1ccc(/C=N/n2nnnc2N)cc1OC
22%,0%,O=[N+]([O-])c1cccc(OCCCN2CCC(Cc3ccccc3)CC2)c1
6%,-4%,CCN1C(=O)[C@H]2[C@@H](c3ccc(-c4ccc(OC)cc4)cc3)N3CCCC[C@@]3(C(=O)OC)[C@H]2C1=O
7%,-1%,CCc1noc(C)c1C(=O)Nc1cc(C(F)(F)F)ccc1-n1cncn1
8%,10%,O=C(NCC1CC1)c1cc(-c2ccccc2)nn1CC1CC(c2cccnc2)=NO1 (centres undefined)
0%,5%,CCCCn1c(N)c(N(CCOC)C(=O)C2CCN(C(=O)c3ccc(F)cc3)CC2)c(=O)[nH]c1=O

# 2 entries from above, reformatted.
canonical_smiles	Rac1 GTP hydrolysis	SV40 large T antigen
O=C(NCc1ccccc1)C1=C[C@@H](c2ccccc2)C[C@@H](OCCCCO)O1	7%	23%
COCCCN(C(=O)Cc1coc2cc(C)c(C)cc12)c1c(N)n(Cc2ccccc2)c(=O)[nH]c1=O	-1%	9%

# Following part:
Rac1 GTP hydrolysis,SV40 large T antigen,molecule
5%,13%,O=C(COC(=O)c1cc([N+](=O)[O-])ccc1N1CCOCC1)Nc1c(Cl)cccc1Cl
6%,20%,CCOC(=O)c1oc2ccccc2c1COC(=O)CNC(=O)c1ccccc1OC
6%,0%,COc1cc(C(=O)OCCCN2CCCN(CCCOC(=O)c3cc(OC)c(OC)c(OC)c3)CC2)cc(OC)c1OC
5%,8%,COc1ccc(COC(=O)C2CCN(S(=O)(=O)c3ccc(C)cc3)CC2)cc1
4%,14%,CC(=O)Oc1ccc(-c2cc3ccccc3oc2=O)cc1
0%,12%,COc1ccccc1OCC(=O)Nc1cc(C(F)(F)F)ccc1-n1cncn1
1%,-1%,O=C(CCN1C(=O)C2CCCCC2C1=O)Nc1ccc(Br)cc1F (centres undefined)
3%,24%,O=C(Nc1ncccc1O)c1ccc(C(=O)c2ccccc2)cc1
7%,8%,Cc1cccc(OCC(=O)NNC(=O)Cn2c(=O)cnc3ccccc32)c1
3%,3%,O=C(CCN=C1NS(=O)(=O)c2ccccc21)OCc1nnc(-c2ccccc2)o1
6%,-3%,O=C(NCc1ccccc1)C1=C[C@H](c2ccc3c(c2)OCO3)C[C@H](OCc2ccc(CO)cc2)O1
1%,4%,O=C(NCC(c1ccco1)N1CCN(c2ccc(F)cc2)CC1)C(=O)NC1CCCC1 (centres undefined)
1%,17%,O=C(COC(=O)CC1Sc2ccccc2NC1=O)NCc1ccccc1 (centres undefined)
5%,19%,CC(C)CN(C(=O)C1CCCO1)C1CCS(=O)(=O)C1 (centres undefined)
10%,10%,C=C1CCN(c2ccc(C(=O)NCCC)cc2[N+](=O)[O-])CC1
9%,13%,COc1ccc(Cl)cc1C(=O)NCC(=O)OCc1ccccc1
10%,8%,O=C(Nc1cccc(-c2ccc(N3CCOCC3)nn2)c1)c1ccccc1Cl
7%,14%,COc1ccc(NC(=O)CSCC(=O)Nc2cccc(S(=O)(=O)N3CCCCCC3)c2)cc1
-1%,13%,COc1ccc(S(=O)(=O)N2CCCC2CNC(=O)C(=O)NCc2ccccc2)cc1 (centres undefined)
9%,9%,Cc1ccc(S(=O)(=O)N2CCC(C(=O)OCc3c(C)noc3C)CC2)cc1C
7%,11%,COc1ccccc1C(=O)COC(=O)C1CCN(S(=O)(=O)c2ccc(C)c(C)c2)CC1
9%,14%,Cn1cccc1C(=O)NNC(=O)COc1ccc(Br)cc1
4%,-3%,COc1ccc2c(c1)[C@H]1[C@H](CO2)[C@H](c2ccccc2)[C@]2(C)C(=O)Nc3cc(Cl)ccc3C(=O)N12
5%,11%,Cc1ccc(NC(=O)CN(C)C(=O)c2cc(S(=O)(=O)N(C)C)ccc2N2CCCC2)cc1

# A second format for two compounds above:
> COc1ccccc1C(=O)COC(=O)C1CCN(S(=O)(=O)c2ccc(C)c(C)c2)CC1
  Rac1 GTP hydrolysis = 7%	SV40 large T antigen = 11%

> Cn1cccc1C(=O)NNC(=O)COc1ccc(Br)cc1
  Rac1 GTP hydrolysis = 9%	SV40 large T antigen = 14%

# (more compounds)
Rac1 GTP hydrolysis,SV40 large T antigen,molecule
-2%,3%,COc1ccc2c(c1)[C@@H]1[C@H](CO2)[C@H](c2ccccc2)[C@]2(C)C(=O)Nc3ccc(C)cc3C(=O)N12
1%,7%,O=C(NCc1n[nH]c(=O)c2ccccc12)C1CC(=O)N(c2ccc(Cl)cc2)C1 (centres undefined)
4%,7%,C=CCN(c1ccccc1)S(=O)(=O)c1cccc(C(=O)NNC(=O)c2ccccc2O)c1
6%,8%,COc1ccc(C)cc1S(=O)(=O)NCC(c1ccco1)N1CCc2ccccc2C1 (centres undefined)
6%,9%,CC(=O)c1ccc(S(=O)(=O)NCCC(=O)OCC(=O)N2CCCC2=O)cc1
4%,10%,CC(=O)N/C(=C/c1cccnc1)C(=O)Nc1ccc(Cl)cc1
7%,2%,O=[N+]([O-])c1ccc(Nc2nc(N3CCOCC3)nc(N3CCOCC3)n2)cc1
6%,1%,CCN(CC(=O)NCc1ccco1)S(=O)(=O)c1ccc(OC)cc1
19%,10%,Cc1sc(NC(=O)C2=COCCO2)nc1-c1ccc(Br)cc1
9%,16%,CC1CCN(S(=O)(=O)CCNC(=O)c2ccc(F)cc2)CC1
5%,9%,CC(=O)Nc1ccc(NC(=O)C(C)OC(=O)/C(C#N)=C/c2ccc(N(C)C)cc2)cc1 (centres undefined)
6%,17%,O=C(OC1CCOC1=O)C1CCN(S(=O)(=O)c2c(Cl)cccc2Cl)CC1 (centres undefined)
2%,15%,O=C(Nc1ncccc1O)c1ccc2c(c1)OCCO2
7%,10%,COc1ccccc1N1CCN(CCCNc2c(C)c(=O)n(C)c(=O)n2C)CC1
7%,15%,Cc1sc(NC(=O)CCS(=O)(=O)c2ccccc2)c(C#N)c1C
3%,15%,CCOc1ccc(S(=O)(=O)N2CCOCC2)cc1NC(=O)CN1C(=O)NC2(CCCC2)C1=O
-2%,0%,Cc1ccc(NC(=O)CSc2nnc(CNC(=O)c3ccco3)n2C)c(C)c1
2%,12%,Cc1cc(C(=O)OCC(=O)NNC(=O)c2cccs2)ccc1[N+](=O)[O-]
4%,8%,CCCNS(=O)(=O)c1cccc(C(=O)NNC(=O)c2cc(C)oc2C)c1
8%,18%,CCOC(=O)C1=C(COC(=O)/C=C/c2cc(Br)ccc2F)NC(=O)NC1C (centres undefined)
0%,8%,Cc1cc(Br)ccc1NC(=O)c1ccc(-n2cncn2)c([N+](=O)[O-])c1
8%,3%,Cc1cccn2c(=O)nc(SCC(=O)NCc3ccc(F)cc3)nc12
-4%,8%,CC1CN(C(=O)CCNS(=O)(=O)c2ccc(Br)cc2)CC(C)O1 (centres undefined)
7%,19%,O=C1NC(C(=O)O)=CC(c2cccc(Cl)c2Cl)N1 (centres undefined)
1%,11%,CCc1ccc(C(=O)OCC(=O)N(CCOC)c2c(N)n(Cc3ccccc3)c(=O)[nH]c2=O)cc1
6%,15%,CC[C@@H]1CN(C)[C@H]2Cc3c([nH]c4ccccc34)C(=O)C[C@@H]1[C@@H]2C(=O)OC
4%,3%,Cc1ccc(S(=O)(=O)N2CCN(C(=O)c3ccccc3-c3nc4ccccc4s3)CC2)c(C)c1
1%,2%,Cc1ccc(C)c(S(=O)(=O)NC2CCS(=O)(=O)C2)c1 (centres undefined)
3%,6%,CN(Cc1cccc(F)c1)C(=O)c1ccc(NS(=O)(=O)c2ccc3[nH]c(=O)[nH]c3c2)cc1
0%,5%,Clc1cc(Cl)cc(C2=NC(Cc3ccccc3)CO2)c1 (centres undefined)
5%,1%,CSCCC(NC(=O)c1ccccc1Cl)C(=O)Nc1cccc(S(=O)(=O)N2CCCC2)c1 (centres undefined)

# Screens as filed in PubChem.
